# Screens from PubChem.
# TR-FRET SRC-2 ct = counter-screen for PPARgamma SRC-2 recruitment agonists: TR-FRET artefact; actives 0.4% (n = 200,000); TR-FRET ratio at 8 µM; hits give high values; AID 1049; in the data active = TR-FRET ratio above about 2000; note: inactives centre near 1500; reference of the scale not given here
# PMI act = increases human mannose-6-phosphate isomerase activity; P34949; activation factor at 20 µM; purified human PMI, coupled resazurin fluorescence, 20 min; hits give high values; 1 = vehicle control, 0 substrate-free wells; AID 1214; actives 0.005% (n = 190,000);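 active = activation factor of 2 or more at 20 µM, relative to plate controls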
# Target sequence (P34949 whole entry, looked up): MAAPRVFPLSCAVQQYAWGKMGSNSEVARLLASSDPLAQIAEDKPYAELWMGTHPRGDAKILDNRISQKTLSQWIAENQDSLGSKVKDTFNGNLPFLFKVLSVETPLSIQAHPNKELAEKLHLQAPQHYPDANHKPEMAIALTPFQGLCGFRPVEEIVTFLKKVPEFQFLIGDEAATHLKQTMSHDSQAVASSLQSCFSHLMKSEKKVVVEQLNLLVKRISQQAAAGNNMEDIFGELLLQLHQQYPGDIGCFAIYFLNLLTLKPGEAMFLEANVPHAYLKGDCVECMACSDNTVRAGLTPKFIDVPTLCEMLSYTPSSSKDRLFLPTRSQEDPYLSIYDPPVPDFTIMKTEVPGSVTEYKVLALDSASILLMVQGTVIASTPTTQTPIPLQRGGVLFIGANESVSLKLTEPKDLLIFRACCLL
# PPARg SRC3 recr = PPARgamma-driven SRC-3 recruitment agonism; P37231; biochemical PPARgamma/SRC-3 coactivator recruitment assay; activation, % at 8 µM; actives 0.26% (n = 200,000); AID 731; in the data active = activation above about 23%;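 note: 0% = DMSO and 100% = reference agonist; some compounds past the cut are filed as inactive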
# Diaphorase inh = diaphorase inhibition or chemical oxidation counter-screen; diaphorase resazurin-to-resorufin fluorescence, NADH, 16 min; bacterial (C. kluyveri) enzyme, not human; inhibition, % at 20 µM; actives 0.69% (n = 190,000); AID 1217;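 active = primary screen inhibition at 20 µM above a set limit, cut at about 50% in these data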;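 note: plate controls were DMSO with full reaction for no effect and wells lacking NADH for full effect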
#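 Test system: diaphorase enzyme from Clostridium kluyveri; amount: diaphorase at 0.14 U/mL in enzyme working solution; detection: fluorescence of resorufin formed from resazurin, Ex 544/Em 590 nm; times: reaction incubation of 16 min at room temperature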
# G6PDH counter = counter-screen for G6PDH assay hits: L. mesenteroides G6PDH inhibition. inhibition, % at 5 µM. Purified L. mesenteroides G6PDH, diaphorase/resazurin coupled fluorescence, 45 min. actives 0.12% (n = 200,000). AID 1020; in the data active = inhibition above about 50%
# PMI act satM6P = increases human PMI activity with near-saturating mannose 6-phosphate. P34949. coupled PMI enzyme assay, resazurin fluorescence, 20 min; hits give high values; 1 = untreated enzyme, 0 = substrate-free blank. activation factor at 20 µM. actives 0.34% (n = 190,000);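 active = activation factor of 2 or more at 20 µM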
#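 Test system: human phosphomannose isomerase with PGI, G6PDH, diaphorase coupling enzymes; amount: 15 ng/mL PMI; incubation: enzyme reaction with compound 20 min at room temperature; technique: resorufin fluorescence (Ex 544/Em 590 nm) from resazurin via diaphorase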
# ROMK primary = human ROMK K+ channel modulation, primary screen | P48048 | Tet-inducible ROMK, thallium flux fluorescence; actives lie on both sides | B-score at 10 µM | actives 2% (n = 130,000) | AID 1918;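 active = signal ratio slope over the read window, or its plate-corrected B-score, at least 3 SD from the plate mean, either direction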;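 note: B-score of the F/F0 ratio slope over 7 to 12 s after thallium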
# Diaph act CS = diaphorase activation or chemical reduction counter-screen. Diaphorase/resazurin coupled assay, resorufin fluorescence, 16 min; hits give high values; 1 = vehicle wells, 0 = NADH-free wells. activation factor at 20 µM. actives 0.005% (n = 190,000);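 active = diaphorase activity raised at least twofold by the compound at 20 µM; inactive = activation factor below 2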
#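 System – purified diaphorase enzyme from Clostridium kluyveri · Input – enzyme 0.07 U/mL final · Also added – final NADH 0.114 mM, resazurin 0.1 mM · Measured by – fluorescence of resorufin, 544 nm excitation, 590 nm emission · Timing – 16 min enzyme reaction, ambient temperature · Measure – resorufin increase flagging diaphorase activators or reducers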
# PPARg SRC-2 ag = agonists of SRC-2 recruitment by human PPARgamma; P37231; PPARgamma LBD-SRC-2 recruitment, biochemical; activation, % at 8 µM; actives 0.34% (n = 200,000); AID 1032; in the data active = activation above about 22%;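 note: 0% = vehicle and 100% = reference agonist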
# PPARg SRC-1 ag = PPARgamma-driven SRC-1 recruitment agonism | activation, % at 8 µM | P37231 | PPARgamma-SRC-1 coactivator recruitment biochemical assay | AID 631 | actives 0.41% (n = 200,000); in the data active = activation above about 19%;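 note: 0% = DMSO and 100% = reference agonist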
# S1P3 antagonist = S1P3 (human) receptor antagonism; Q99500; CHO S1P3 NFAT-BLA reporter, FRET fluorescence, antagonist mode; inhibition, % at 4.98 µM; actives 0.27% (n = 170,000); AID 485;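 active = inhibition above the plate cutoff, the mean inhibition of test wells on that plate plus 3 SD, cut at about 28% in these data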;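 note: cells challenged with S1P at its EC80 of 0.8 µM; blue over green emission ratio from cleaved BLA substrate after 4 h stimulation; 0% = S1P-stimulated wells and 100% = unstimulated DMSO-only wells; some compounds past the cut are filed as inactive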
# Target sequence (Q99500 whole entry, looked up): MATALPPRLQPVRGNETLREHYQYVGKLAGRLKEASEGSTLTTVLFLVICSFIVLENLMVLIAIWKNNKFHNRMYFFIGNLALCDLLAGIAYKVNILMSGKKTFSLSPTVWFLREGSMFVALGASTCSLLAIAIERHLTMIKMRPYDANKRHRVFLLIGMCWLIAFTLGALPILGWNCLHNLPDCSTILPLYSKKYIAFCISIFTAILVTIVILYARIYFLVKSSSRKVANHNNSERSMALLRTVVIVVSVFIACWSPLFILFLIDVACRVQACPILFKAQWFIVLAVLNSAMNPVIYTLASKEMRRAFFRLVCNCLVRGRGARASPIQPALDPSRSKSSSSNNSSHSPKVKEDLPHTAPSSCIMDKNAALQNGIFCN
# An asterisk follows results filed as active; nt = no result given.
SMILES,TR-FRET SRC-2 ct,PMI act,PPARg SRC3 recr,Diaphorase inh,G6PDH counter,PMI act satM6P,ROMK primary,Diaph act CS,PPARg SRC-2 ag,PPARg SRC-1 ag,S1P3 antagonist
Cc1cc([N+](=O)[O-])cc(C)c1OCC(=O)N/N=C/c1ccc(OC(=O)c2ccccc2Br)cc1,1570,0.9,0,6,0,0.9,1.3,0.9,-1,11,4
COc1cc(C(=S)N2CCOCC2)cc(OC)c1OS(=O)(=O)c1ccc(NC(C)=O)cc1,1703,1,8,13,-2,0.9,0.97,0.9,0,0,nt
CN(C)c1nc(OCCNC(=O)Nc2ccccc2)nc(N(C)C)n1,1738,1.1,10,15,8,1,nt,0.9,8,5,nt
CCOC(=O)c1sc(-n2[nH]c(C)cc2=O)nc1C,1469,1.6,23,1,9,2.4*,0.7,1,8,2,nt
Cc1cc(C)cc(NC(=O)Nc2ccc(Cl)cn2)c1,1573,1,3,20,19,1.1,0.36,0.8,0,2,-8
Cc1ccc(/C=C/C2=Cc3c(sc(NC(=O)CSc4n[nH]c(N)n4)c3C#N)C(C)(C)C2)o1,1660,1.2,3,44,9,1.7,nt,0.6,4,7,4
O=C(O)CNS(=O)(=O)c1ccc(Br)s1,1392,1,-2,-2,3,1,nt,1,2,-4,-30
CN(C)c1nc(/C=C(\C#N)C(N)=O)c(Cl)n1-c1ccc(F)cc1,1592,1.1,2,1,2,0.9,-0.57,1,8,0,12
CN(CCOc1ccccc1)CC(=O)Nc1cc([N+](=O)[O-])ccc1Cl,1531,1.1,1,23,1,1.1,-2.2,0.8,9,4,-12
CSc1ncccc1C(=O)OCC(=O)NC1CCS(=O)(=O)C1 (stereo not given),1359,1.1,1,9,17,1.1,nt,0.9,-2,-2,-20
Cc1ccc(C(C(=O)NC2CCCCC2)N(C(=O)CCCC(=O)Nc2ccccn2)c2ccc3c(c2)OCCO3)cc1 (stereo not given),1350,0.8,-2,8,15,0.9,nt,0.9,0,-6,-7
CC(Sc1cccc[n+]1[O-])C(=O)Nc1cccc(S(=O)(=O)N2CCOCC2)c1 (stereo not given),1556,0.9,4,6,-14,1.1,nt,0.9,8,-5,4
Cn1ncc(Br)c1C(=O)N/N=C/c1ccc(OS(=O)(=O)c2ccccc2)cc1,1629,0.9,-6,18,6,0.9,-0.94,0.8,5,0,nt
N#C/C(=C\c1ccccc1OCc1ccc(C(=O)O)cc1)C(=O)Nc1ccc(O)cc1,1579,1.1,4,6,12,1.2,0.22,0.9,-3,-7,-3
Cc1ccc(-n2ncc(C(=O)Nc3ccc(Cl)cc3)c2C2CCNCC2)cc1C,1547,1.2,1,-3,15,1.2,nt,1,2,7,-11
CC1CCN(c2c(NCc3ccc(C(=O)N4c5ccccc5CC4C)cc3)c(=O)c2=O)CC1 (stereo not given),1470,1.2,8,-3,0,1.1,nt,1,2,6,-24
COC(=O)c1sc2nc(CSc3nc4ccc(C)cc4[nH]3)[nH]c(=O)c2c1C,1417,1.1,6,6,10,1.3,0.9,0.9,1,-1,nt
COC(=O)N/N=C/c1cn(CCCOc2ccccc2)c2ccccc12,1638,1,1,4,5,1,-0.24,1,5,3,-1
O=C(CNc1ccccc1-c1ccccc1)NCc1ccccc1,1651,0.9,-3,22,-2,0.8,1.1,0.8,1,-2,-3
CCS(=O)(=O)Nc1ccc(-c2nc3cccnc3s2)cc1,1430,0.9,8,17,6,1,nt,0.8,8,9,-7
Cc1ccc(C(=O)O/N=C\c2ccc(N3CCOCC3)c([N+](=O)[O-])c2)cc1,1429,0.9,-2,3,6,1,-0.089,1,3,2,nt
Cc1cccc2nc(CSc3nc4cc([N+](=O)[O-])ccc4s3)cn12,1575,1,2,8,-19,1.1,0.049,0.9,18,-2,9
CCOC(=O)C1CCCN(S(=O)(=O)c2ccc(S(=O)(=O)N(CC)CC)cc2)C1 (stereo not given),1591,1,1,4,10,1.1,-0.84,1,2,6,48*
COc1ccc(N(CC(=O)N/N=C/c2cc(Br)c(C)o2)S(=O)(=O)c2ccc(NC(C)=O)cc2)cc1,1645,nt,-4,nt,14,nt,0.3,nt,4,-2,-9
COc1nc(/C(N)=N/O)nc(N2CCCCC2)n1,1637,0.3,3,9,6,0.9,-0.018,0.9,-3,4,3
Cc1ccc(-c2nc3nc4ccccc4nc3n2Cc2ccco2)cc1,1431,1,-3,16,8,1,nt,0.8,1,-2,-32
Cn1cccc1-c1cc(C(=O)N2CCc3c([nH]c4ccccc34)C2c2ccccn2)[nH]n1 (stereo not given),1464,1,5,14,6,1,-0.16,0.9,6,4,-12
COc1ccc(S(=O)(=O)NCCCN2CCOCC2)c2ccccc12,1306,0.8,-4,17,6,0.9,nt,0.8,-6,-5,-10
CCOC(=O)C1C(=O)CC(C)(O)C(C(=O)OCC)C1c1ccccc1 (stereo not given),1646,0.9,14,5,5,1,nt,0.9,-2,-6,nt
OC(COC(c1ccc(Cl)cc1)c1ccc(Cl)cc1)CN1CCCC1 (stereo not given),1563,1,7,2,1,1.1,-3.9*,1,8,2,nt

# Filtered by structure: those above with a thiophene ring, fused or not (3)
SMILES,TR-FRET SRC-2 ct,PMI act,PPARg SRC3 recr,Diaphorase inh,G6PDH counter,PMI act satM6P,ROMK primary,Diaph act CS,PPARg SRC-2 ag,PPARg SRC-1 ag,S1P3 antagonist
Cc1ccc(/C=C/C2=Cc3c(sc(NC(=O)CSc4n[nH]c(N)n4)c3C#N)C(C)(C)C2)o1,1660,1.2,3,44,9,1.7,nt,0.6,4,7,4
O=C(O)CNS(=O)(=O)c1ccc(Br)s1,1392,1,-2,-2,3,1,nt,1,2,-4,-30
COC(=O)c1sc2nc(CSc3nc4ccc(C)cc4[nH]3)[nH]c(=O)c2c1C,1417,1.1,6,6,10,1.3,0.9,0.9,1,-1,nt

# Remaining list, next part.
SMILES,TR-FRET SRC-2 ct,PMI act,PPARg SRC3 recr,Diaphorase inh,G6PDH counter,PMI act satM6P,ROMK primary,Diaph act CS,PPARg SRC-2 ag,PPARg SRC-1 ag,S1P3 antagonist
CSc1nc2ccccc2n1CC(=O)Nc1c(C)cccc1C,1603,1,12,-6,9,1,-0.92,1.1,7,3,nt
Cc1ccccc1COC(=O)c1nn(-c2ccccc2)nc1N,1689,0.9,6,22,3,0.9,nt,0.8,15,10,-7
CC(C)CNc1nc(SCC(=O)Nc2ccccc2)nc(N2CCOCC2)n1,1499,1,4,6,1,1,-0.28,0.9,13,0,-7
Nc1nnc(Cc2ccccc2F)s1,1656,1,6,8,4,1,-0.13,0.9,-6,6,-4
CCN1CCCc2cc(CN(CCN3CCOCC3)C(=S)Nc3ccc(OC)c(Cl)c3)ccc21,1666,1,1,-8,1,0.9,-0.55,1.1,13,4,-7
CCC(C(=O)NC1CCCC1)N(Cc1ccc2c(c1)OCO2)C(=O)c1snc(C(N)=O)c1N (stereo not given),1441,1,3,10,7,1,0.021,0.9,4,-7,-59
O=C(COc1ccc2ccccc2c1)NNC(=O)Cc1cccc2ccccc12,1567,1,3,1,7,1,-0.82,1,10,14,nt
COc1ccccc1NS(=O)(=O)c1cc(NC(=O)c2sc3cc(Cl)ccc3c2Cl)ccc1C,1797,0.9,-2,3,0,1,0.03,1,0,9,1
CCOC(=O)c1sc2nc(C)cc(C)c2c1N,1628,1,3,-2,-15,1,1.2,1,13,13,-10
CC1=NN(/C(=N\c2nnc(C)s2)Nc2ccc(C(C)(C)C)cc2)[C@H](c2ccc(C)cc2)S1,1455,0.9,20,22,5,0.9,nt,0.8,13,6,nt
COc1ccc(NC(C)=O)cc1NC(=O)CN1CCN(C(=O)c2ccco2)CC1,1653,0.9,-3,13,1,1,-0.98,0.9,3,0,nt
CCOC(=O)c1ccc(Cn2c(-c3ccccc3)nnc2-c2ccccc2)o1,1543,0.8,-2,25,-6,0.8,-1.5,0.8,10,10,5
CC(=O)c1ccc(NC(=O)c2cn(-c3ccccc3)nc2-c2ccncc2)cc1,1795,1.1,11,-12,4,1.1,nt,1.1,8,6,nt
CC(C)CC(=O)O/N=C1\C(=O)N(c2ccccc2)c2ccccc21,1437,0.9,-4,11,5,0.9,-1.5,0.9,-9,-4,nt
O=C(COC(=O)c1cc[n+]([O-])cc1)NCc1ccccc1Cl,1722,1,2,18,9,1,0.17,0.8,9,9,-11
CC(=O)Cc1cc(O)c2ccccc2c1OC(=O)c1ccccc1,1495,0.7,1,28,34,0.3,0.043,0.7,0,-10,-13
CC(C)CNC(=O)C1c2ccccc2Oc2ccccc21,1551,0.9,2,4,16,0.9,-0.46,1,9,7,-1
CC(Sc1nnc(COc2ccccc2)n1Cc1ccccc1)C(=O)O (stereo not given),1298,1.1,-3,5,4,1.1,0.25,1,-3,-12,-9
CCOC(=O)c1cc(C#N)c(SC)nc1-c1ccccc1,1410,1,5,5,2,1,nt,0.9,-1,10,nt
O=C(Nc1nnc(-c2ccccc2Cl)o1)c1nc2ccccc2s1,1587,1.1,0,-7,-15,1.2,nt,1.1,-1,5,nt
CC(=O)NCc1nc2ccccc2n1Cc1ccccc1F,1719,1.1,2,5,14,1,-0.78,1,5,10,nt
O=C1c2oc3ccccc3c(=O)c2C(c2ccccn2)N1Cc1ccccc1 (stereo not given),1613,1,4,16,-10,1,nt,0.8,2,-2,-40
COc1cccc(-c2nc(CS(=O)(=O)CC(=O)NCc3ccccc3OC)c(C)o2)c1,1403,0.9,-2,16,0,0.9,nt,0.8,-3,-1,9
Cc1ccc(Cn2nnc3c(=O)n(CC(=O)NCc4ccco4)cnc32)cc1,1705,1.1,13,11,9,1,-0.22,0.9,3,0,-21
c1ccc(OCc2nnc3n2N=C(c2ccccc2)CS3)cc1,1457,0.5,1,21,1,0.7,0.81,0.8,2,4,2
O=C(COC(=O)[C@H](Cc1ccccc1)NC(=O)c1cccs1)NC1CC1,1309,1,-1,2,-4,1.2,nt,1,0,-6,3
O=C(CSc1nc(O)cc(=O)n1-c1ccccc1)Nc1ccccn1,1613,1.1,2,2,6,1,nt,1,3,2,-6
[O-][n+]1onc2c3cc(-c4ccccc4)nnc3ccc21,1484,0.8,8,49,13,0.7,nt,0.5,-3,1,nt
COc1cc(/C=C/C(=O)OCC(=O)Nc2ccc(NC(C)=O)cc2)cc(S(=O)(=O)N2CCc3ccccc32)c1OC,1617,0.9,3,22,-3,0.9,-0.35,0.8,5,5,-7
CCCCCCc1ccc(-c2ncc(N)cn2)cc1,1507,0.8,0,18,7,0.9,-4.3*,0.8,-1,1,37
O=C(CSc1ccc2nnc(-c3ccc(Cl)cc3)n2n1)N1CCCc2ccccc21,3594*,1.2,0,-1,-66,1.3,nt,1,46*,-1,-7
